ELG1 repair inh: blocks ELG1-dependent DNA repair in HEK293T cells; HEK293T ELG1-luciferase reporter, luminescence, 16 h; DNA damage induced by 5-fluorouridine; Potency, µM (top dose mostly 46.1 µM), for inactives: at the highest dose activity change, negative = inhibition, usual class: inhibitors; 2.3% of 330,000 active; further: potency means the concentration at half of the fitted maximal effect; on the % scale 0 is the no-effect control and ±100 the full control effect; nearly all actives have a fitted effect of over 55% in size
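Luminescence from the luciferase reporter, measured 30 min after ONE-Glo reagent at room temperature, was the read-out. Beforehand, 2,000 cells per well were exposed for 16 hr at 37 °C to 5-fluorouridine together with compound or vehicle.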
VP16 counter: Gal4-VP16 reporter inhibition counter-screen. Potency, µM (series often up to 53.6 µM), for the others: top-dose activity, negative = inhibition, actives largely listed as inhibitors. Drosophila S2 Gal4-VP16 UAS-luciferase, luminescence, 20 h. 3.5% of 310,000 active;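 further: Gal4-VP16 expression switched on by copper sulfate through the metallothionein promoter; potency means the concentration at half of the fitted maximal effect; on the % scale 0 is the no-effect control and ±100 the full control effect; nearly all actives have a fitted effect of over 50% in size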
FLuc modulator: counter-screen for miR-21 project: firefly luciferase inhibitors or activators. P08659. Potency, µM (doses to about 57.5 µM), for the others: at the highest dose activity change, negative = inhibition, most hits filed as inhibitors. 6.9% of 360,000 active. purified FLuc, Km substrates, luminescence inhibition;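 further: potency means the concentration at half of the fitted maximal effect; plate controls were vehicle for no effect and reference inhibitor for full effect; nearly all actives have a fitted effect of over 55% in size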
Target sequence (P08659 whole entry, looked up): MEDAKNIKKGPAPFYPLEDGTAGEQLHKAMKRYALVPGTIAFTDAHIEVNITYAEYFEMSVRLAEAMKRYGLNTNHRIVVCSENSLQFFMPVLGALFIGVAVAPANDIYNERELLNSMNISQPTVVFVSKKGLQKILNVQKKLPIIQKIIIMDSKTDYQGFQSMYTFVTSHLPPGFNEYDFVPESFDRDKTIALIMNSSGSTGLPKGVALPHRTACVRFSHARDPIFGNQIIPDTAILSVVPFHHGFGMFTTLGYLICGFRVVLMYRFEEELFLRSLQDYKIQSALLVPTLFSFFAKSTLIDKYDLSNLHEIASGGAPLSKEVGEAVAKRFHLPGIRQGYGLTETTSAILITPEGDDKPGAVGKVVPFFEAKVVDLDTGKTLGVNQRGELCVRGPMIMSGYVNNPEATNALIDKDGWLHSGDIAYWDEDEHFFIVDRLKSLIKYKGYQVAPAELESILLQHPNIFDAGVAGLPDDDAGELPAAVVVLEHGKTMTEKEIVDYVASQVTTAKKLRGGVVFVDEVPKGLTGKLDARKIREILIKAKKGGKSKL
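Purified P. pyralis luciferase (10nM final) with 10uM D-luciferin and 10uM ATP (Km levels) in 50mM Tris acetate pH 7.5, 10mM Mg acetate, 0.01% Tween-20, 0.05% BSA; qHTS 6-point titration, ~60 µM downward; luminescence read.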
Rab9 prom act: activates the Rab9 promoter; AID 485297; Huh7 Rab9 promoter-luciferase reporter, luminescence, 24 h; Potency, µM (top dose mostly 9.22 µM), for inactives: at the top dose activation, negative = inhibition, most hits filed as activators; 2.8% of 320,000 active; further: potency means the concentration at half of the fitted maximal effect; % of control where 0% means no effect; nearly all actives have a fitted effect of over 60% in size
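Huh7 cells stably carrying a Rab9 promoter-luciferase reporter, 1500 cells per well in OP-MEM I with 10% FBS, treated with compound 24 hours at 37C. Luciferase activity read by luminescence after 10 minutes with Amplite reagent.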
KCNH2 3.1 block: blocks the human KCNH2 3.1 channel isoform. AID 720553. 0.95% of 340,000 active. activity change, % (tested at about 1.8 µM). U2OS KCNH2 3.1, thallium flux FluxOr; stronger effect = lower value;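 active means maximum activity change below -70%; inconclusive means maximum activity change from -70% to -50%; inactive means maximum activity change above -50%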;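 further: thallium influx rate constant from kinetic fluorescence after stimulation buffer; on the % scale 0 is the no-effect control and ±100 the full control effect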
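We transduce U2OS cells with the mutant 3.1 virus, culture them overnight, load FluxOr with Red40 quencher for 45 min, then add stimulation buffer and read kinetically for 2 min to derive a normalized rate constant.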
RORg inh: ROR gamma (mouse) transcription inhibition. Drosophila S2 Gal4-RORgamma UAS-luciferase reporter, 20 h. Potency, µM (doses to about 53.6 µM), for inactives: top-dose activity change, negative = inhibition, actives largely listed as inhibitors. 5.4% of 310,000 active; further: potency means the concentration at half of the fitted maximal effect; on the % scale 0 is the no-effect control and ±100 the full control effect; nearly all actives have a fitted effect of over 60% in size
Target sequence (P51450 whole entry, looked up, the tested form may be a part): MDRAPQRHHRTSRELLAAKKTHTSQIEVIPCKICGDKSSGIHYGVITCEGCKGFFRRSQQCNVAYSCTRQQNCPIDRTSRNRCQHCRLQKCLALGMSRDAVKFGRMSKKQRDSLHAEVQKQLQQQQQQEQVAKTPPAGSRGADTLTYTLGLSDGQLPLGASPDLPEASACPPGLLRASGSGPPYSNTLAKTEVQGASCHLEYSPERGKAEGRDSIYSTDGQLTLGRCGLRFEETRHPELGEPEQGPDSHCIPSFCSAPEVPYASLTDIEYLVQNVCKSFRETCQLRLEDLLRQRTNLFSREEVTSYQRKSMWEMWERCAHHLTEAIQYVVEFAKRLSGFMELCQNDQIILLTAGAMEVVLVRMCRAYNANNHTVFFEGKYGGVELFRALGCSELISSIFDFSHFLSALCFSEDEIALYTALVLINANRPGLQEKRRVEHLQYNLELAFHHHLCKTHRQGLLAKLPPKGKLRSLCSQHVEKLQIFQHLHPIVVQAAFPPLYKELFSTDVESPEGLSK
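Drosophila Schneider cells stably carrying a metallothionein-driven Gal4 DBD–ROR gamma fusion and a UAS-Photinus luciferase reporter were exposed to compound for 1 hr, then induced with copper sulfate (700 uM final) for 20 hr at ambient temperature before luminescence reading.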
PKM2 activator: increases activity of human pyruvate kinase M2. purified PKM2, Kinase-Glo ATP luminescence, activation; response scale: 0% is enzyme alone, no compound. Potency, µM (doses to about 57.5 µM), inactives show top-dose activation, hits mostly activators. 0.34% of 260,000 active. AID 1631; further: potency means the concentration at half of the fitted maximal effect; on the % scale 0 is the no-effect control and ±100 the full control effect; nearly all actives have a fitted effect of over 55% in size
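Purified hPK-M2 (>95% pure) converted ADP (0.1 mM final) to ATP with 0.5 mM PEP in 50 mM imidazole pH7.2, KCl, MgCl2, Tween 20, BSA; 1 h at room temperature. ATP detected by Kinase-Glo luminescence.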
NPC1 prom act: activates the NPC1 promoter. Potency, µM (series often up to 9.22 µM), without a hit: top-dose activation, hits mostly activators. Huh7 NPC1 promoter luciferase reporter, 24 h. 2.4% of 320,000 active;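 further: potency means the concentration at half of the fitted maximal effect; % of control where 0% means no effect; nearly all actives have a fitted effect of over 60% in size; reporter is driven by a mutant NPC1 promoter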
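NPC1 promoter–luciferase Huh7 cells; 24 h compound; luminescence.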
Menin MLL FP TR: displaces Texas Red mutant MLL peptide from human menin; O00255; Menin + Texas Red MLL mutant peptide, fluorescence polarization; Potency, µM (top dose mostly 61.6 µM), inactives show top-dose FP activity change, negative = inhibition, usual class: inhibitors; 0.23% of 270,000 active; AID 1768; active means well fitted inhibition curve with a large enough effect in the polarisation, with a control signal flat, not every such curve was filed as active; inconclusive means small, poorly fitted or top-dose-only effect, or effect the other way, or a change in a side signal; inactive means no such curve, though single readings can be large or run the other way; the % refers to the polarisation; further: potency means the concentration at half of the fitted maximal effect; % of control where 0% means no effect; many of its hits are not listed in these tables
MBNL1-CUG inh: MBNL1-poly(CUG) RNA binding inhibition; TR-FRET MBNL1-His/biotin-(CUG)12 binding, 665/545 ratio; Potency, µM (series often up to 57.5 µM), for the others: top-dose activity change, negative = inhibition, most hits filed as inhibitors; 0.036% of 280,000 active; active means well fitted inhibition curve with a large enough effect in the signal ratio, with a control signal flat, not every such curve was filed as active; inconclusive means small, poorly fitted or top-dose-only effect, or effect the other way, or a change in a side signal; inactive means no such curve, though single readings can be large or run the other way; the % refers to the signal ratio; further: potency means the concentration at half of the fitted maximal effect; on the % scale 0 is the no-effect control and ±100 the full control effect
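Inhibition of protein-RNA binding appears as loss of TR-FRET between terbium anti-His antibody on MBNL1-His and streptavidin-XL665 on biotin-(CUG)12. Activity is normalized to buffer-only and uninhibited-complex controls.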
Mito fusion yeast: mitochondrial division inhibition or fusion activation; S. cerevisiae fusion-defective mutant growth rescue, CellTiterGlo 48 h; Potency, µM (series often up to 46.1 µM), for the others: at the top dose growth rescue (activation), actives largely listed as activators; 0.23% of 320,000 active;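 further: potency means the concentration at half of the fitted maximal effect; % of control where 0% means no effect; nearly all actives have a fitted effect of over 45% in size; temperature-sensitive fusion mutants such as fzo1-1 at 37 °C on non-fermentable ethanol glycerol medium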
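Yeast fusion mutant, YPEG (non-fermentable carbon), compound, 48 h at 37C non-permissive; CellTiterGlo added, 10 min RT, luminescence read. Rescued growth = division inhibition.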
Active calls of the source: *; u = inconclusive; x = no result given; [ ] = remark or other dose. Unless noted, the call rests on the fitted dose curve; in most records, active means well fitted curve in the direction sought with a large enough effect; inconclusive means small, poorly fitted or top-dose-only effect, or another doubt; inactive means no such curve, though single readings can be large; an effect the other way counts as inactive or inconclusive.

item	mol	NPC1 prom act	Mito fusion yeast	KCNH2 3.1 block	ELG1 repair inh	VP16 counter	FLuc modulator
1	Cc1ccc(CNC(=O)C2CC(c3ccc([N+](=O)[O-])cc3)=NO2)cc1 (stereo unspecified)	1%	-1%	0	15%	2%	-12%
2	CCCCn1ccc(O)c(Cc2ccc(F)cc2)c1=O	-7%	-4%	-12	3%	-3%	-2%
3	CCCc1cnc(NCCNCC(O)COc2ccc(Cl)c(Cl)c2)nc1 (stereo unspecified)	1%	-16%	-98*	13%	2%	-2%
4	CS(=O)(=O)c1cccc(C(=O)Nc2cccc(S(=O)(=O)N3CCCC3)c2)c1	-3%	0%	0	-18%	x	1%
5	COc1cc(CC(=O)NCc2ccco2)cc(OC)c1OC	1%	-6%	6	-10%	10%	-1%
6	Cc1c(Cl)c([N+](=O)[O-])nn1CC(=O)Nc1ccc2c(c1)OCO2	0%	-9%	x	-2%	-8%	4%
7	O=c1[nH]cnc2c1N1CCC2CC1	0%	3%	2	15%	4%	0%
8	COc1ccc(CNC(=S)Nc2ccc(F)c(Cl)c2)cc1	7%	-7%	-1	17%	u	0%
9	COc1ccc(C(=O)NC(C(=O)N2CCc3ccccc32)C(C)C)cc1 (stereo unspecified)	2%	0%	9	u	-8%	1%
10	CC(C)(C)c1ccc(N=C2SCC(=O)N2Cc2cccs2)cc1	u	8%	2	-32%	u	u

item	PKM2 activator	MBNL1-CUG inh	Rab9 prom act	Menin MLL FP TR	RORg inh
1	-2%	u	6%	15%	-5%
2	-3%	u	-2%	-17%	27%
3	7%	-6%	11%	x	0%
4	x	x	-1%	x	x
5	-2%	-2%	-2%	3%	0%
6	-6%	x	-4%	6%	18%[10 µM]
7	12%	-2%	1%	-5%	-22%[10 µM]
8	0%	-14%	12%	u	7.1µM*
9	6%	-7%	0%	-11%	30%
10	-1%	0%	13%	x	21%

Next section:
item	mol	NPC1 prom act	Mito fusion yeast	KCNH2 3.1 block	ELG1 repair inh	VP16 counter	FLuc modulator
11	CCn1nc(C)c(/C=N/NC(=O)Cn2nnnc2N)c1C	0%	-3%	-1	1%	-2%	-2%
12	C=C(c1ccccc1C)[n+]1ccccc1	-4%	0%	18	17%	1%	0%
13	O=C(CSc1nc2cc(Cl)ccc2s1)NCc1ccc2c(c1)OCO2	-12%	6%	1	1%	-9%	0%
14	COC(=O)C(c1cc(OC)c(O)c(OC)c1)(N1CCNC(C)C1)C(F)(F)F (stereo unspecified)	-5%	-9%	-1	5%	x	2%
15	Cc1nnc(SCC(=O)Nc2nsc(-c3ccccc3)n2)s1	10%	1%	15	u	14%	u
16	COc1ccc(Oc2cc(F)nc(N)n2)cc1	9%	0%	7	19%	7%	2%
17	O=C(/C=C/c1ccc(F)cc1)NCCCn1ccnc1	2%	7%	-3	14%	-1%	-7%
18	O=[N+]([O-])c1ccc(Sc2nccn2Cc2ccccc2)c([N+](=O)[O-])c1	11%	0%	19	-7%	u	0%
19	CCOc1ccc(-c2cccc(NC(=O)COc3ccccc3)c2)nn1	-1%	u	-8	11%	16%	15µM*
20	COc1ccc(N(CC(=O)O)S(C)(=O)=O)cc1OC	-2%	0%	-35	13%	-16%	-1%

item	PKM2 activator	MBNL1-CUG inh	Rab9 prom act	Menin MLL FP TR	RORg inh
11	0%	-11%	0%	x	28%
12	3%	0%	-4%	-3%	42%
13	1%	x	-3%	7%	29%[10 µM]
14	-8%	-4%	-1%	1%	u
15	10%	9%	17%	-19%	-18%
16	-1%	1%	9%	-8%	-14%
17	x	3%	3%	-25%	20%
18	4%	u	16%	-1%	u
19	x	-11%	3%	5%	14%
20	3%	-11%	0%	7%	8%

Whole records, quoted from the list.
Record of CCn1nc(C)c(/C=N/NC(=O)Cn2nnnc2N)c1C = NPC1 prom act = 0%; Mito fusion yeast = -3%; KCNH2 3.1 block = -1; ELG1 repair inh = 1%; VP16 counter = -2%; FLuc modulator = -2%; PKM2 activator = 0%; MBNL1-CUG inh = -11%; Rab9 prom act = 0%; Menin MLL FP TR = x; RORg inh = 28%
Record of COC(=O)C(c1cc(OC)c(O)c(OC)c1)(N1CCNC(C)C1)C(F)(F)F (stereo unspecified) = NPC1 prom act = -5%; Mito fusion yeast = -9%; KCNH2 3.1 block = -1; ELG1 repair inh = 5%; VP16 counter = x; FLuc modulator = 2%; PKM2 activator = -8%; MBNL1-CUG inh = -4%; Rab9 prom act = -1%; Menin MLL FP TR = 1%; RORg inh = u

More compounds
item	mol	NPC1 prom act	Mito fusion yeast	KCNH2 3.1 block	ELG1 repair inh	VP16 counter	FLuc modulator
21	NC(=O)CSc1nc2scc(-c3ccc(Cl)cc3)c2c(=O)n1Cc1ccccc1	-4%	0%	-5	16µM*	-16%	0%
22	O=C(Nc1ccc(Cl)cc1)c1cc2nc(-c3ccco3)cc(C(F)(F)F)n2n1	-1%	5%	-29	-2%	0%	2%
23	COc1cc(/C=C(/C#N)C(=O)Nc2ccccc2)c(Br)cc1OCc1ccc(C(=O)O)cc1	15%	4%	-1	u	8%	u
24	CC1(c2ccc(OCC(N)=O)cc2)NC(=O)NC1=O (stereo unspecified)	-1%	-6%	-4	-1%	10%	0%
25	O=C(NCc1ccccc1)C1(c2ccccc2)CCN(S(=O)(=O)c2ccccc2)CC1	0%	15%	-2	-16%	22%	-2%
26	CCOc1ccc(NC(=O)C2CCCN2C(=O)Oc2ccccc2)cc1 (stereo unspecified)	2%	-1%	-11	5%	-2%	5%
27	CN(CCO)c1cc(N2CCC3(CC2)OCCO3)c2nonc2c1[N+](=O)[O-]	-3%	-5%	-2	7%	-2%	1%
28	CCC(Sc1nc(N)c(NC(=O)c2ccc(Br)o2)c(=O)[nH]1)C(=O)O (stereo unspecified)	0%	-1%	x	19%	-12%	-1%
29	O=C(NCC1CCCO1)c1cncc(Br)c1 (stereo unspecified)	-1%	-2%	-145*	3%	7%	0%
30	O=C(NCCN1CCOCC1)/C(=C/c1ccc(Cl)cc1)NC(=O)c1ccccc1	-3%	-3%	-25	-7%	-4%	-1%

item	PKM2 activator	MBNL1-CUG inh	Rab9 prom act	Menin MLL FP TR	RORg inh
21	3%	38%[activator]	-2%	-6%	33%
22	0%	4%	u	20%	22%
23	-2%	-1%	20%	x	u
24	1%	-2%	-2%	u	24%
25	-3%	-2%	8%	26%	-13%
26	x	7%	-3%	x	-13%
27	3%	u	-4%	-3%	-7%
28	x	-4%	2%	x	-17%
29	-4%	0%	2%	1%	8%
30	x	5%	6%	x	0%

(listing goes on)
item	mol	NPC1 prom act	Mito fusion yeast	KCNH2 3.1 block	ELG1 repair inh	VP16 counter	FLuc modulator
31	Cc1nc(C/C(=N\N)c2ccc(O)cc2O)cs1	10%	-4%	-5	-8%	-1%	1%
32	Cc1nc2ccccc2nc(=O)c1NNc1ccc([N+](=O)[O-])cc1	12%	-5%	-21	-9%	-17%	-4%
33	CC(C)Oc1ccc(C2CC(=O)N(c3ccc(C(=O)O)cc3)C2=O)cc1 (stereo unspecified)	-2%	-3%	-6	10%	0%	-7%
34	Cc1ccc(NC(=O)COC(=O)CCn2c(C)csc2=O)c([N+](=O)[O-])c1	1%	3%	-16	6%	x	3%
35	N#Cc1c(-c2ccccc2)cc(-c2ccc(O)cc2)nc1N	0%	-1%	6	u	-10%	-11%
36	COc1ccc(OCC(=O)Nc2ccccc2C(=O)NC(C)C)cc1	3%	0%	x	5%	-22%	-1%
37	NC(=O)CN1CCN(S(=O)(=O)c2ccc(Br)cc2)CC1	-1%	-3%	-192*	11%	-2%	0%
38	O=C1c2cccc3cccc(c23)C(=O)N1Cc1ccccc1	-5%	-3%	-2	2%	13%	2%
39	O=C1NC(=O)/C(=C\c2ccc(Cl)nc2)S1	u	-7%	6	u	6%	15µM*
40	Cc1cccc(NC(=O)C(c2ccccc2Cl)N2CCOCC2)c1 (stereo unspecified)	0%	26%	5	5%	20%	0%

item	PKM2 activator	MBNL1-CUG inh	Rab9 prom act	Menin MLL FP TR	RORg inh
31	0%	2%	0%	-8%	12%
32	2%	u	0%	9%	2%
33	-6%	-2%	0%	14%	2%
34	x	x	-2%	x	x
35	-18%	22%	5%	47%[activator]	u
36	-2%	1%	3%	-7%	0%
37	-5%	1%	-3%	1%	-23%
38	1%	3%	1%	5%	20%
39	1%	1%	u	9%	6%
40	8%	-9%	-2%	-3%	-10%

Bioassay records (PubChem)

These rows are one share of the data. The share of hits here may be higher or lower than overall.
